# Screening results as filed in PubChem BioAssay.
# TLR4 MyD88 comp: TLR4-MyD88 interaction inhibition in cells. AID 861. inhibition, % at 8.4 µM. HeLa CL3-4 TLR4/MyD88 BLA complementation, FRET ratio. 200,000 tested, 0.18% active; in the data active means inhibition above about 25%;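 further: 0% = vehicle and 100% = reference inhibitor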
# PPARg SRC-3 ag: PPARgamma-driven SRC-3 recruitment agonism. P37231. biochemical PPARgamma/SRC-3 coactivator recruitment assay. activation, % at 8 µM. 200,000 tested, 0.26% active; in the data active means activation above about 23%;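 further: 0% = DMSO and 100% = reference agonist; some compounds past the cut are filed as inactive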
# PPARg SRC-2 ag: PPARgamma-driven SRC-2 recruitment agonism; P37231; PPARgamma LBD-SRC-2 recruitment, biochemical; activation, % at 8 µM; 200,000 tested, 0.34% active; in the data active means activation above about 22%;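 further: 0% = vehicle and 100% = reference agonist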
# RAM network inh: inhibitors of the yeast RAM network; S. cerevisiae dse1pr::URA3 reporter, 5-FOA growth OD615, 2 d; analog-sensitive cbk1-as2 kinase mutant strain; inhibition, % at 50 µM; 190,000 tested, 1.8% active;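 active means inhibition above a set limit, 3 SD over mean compound inhibition, cut at about 8.4% in these data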;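 further: 0% = DMSO-only wells with no growth and 100% = 10 µM 1-NA-PP1 full growth; inhibition rescues growth on 5-FOA so higher OD means more RAM inhibition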
# PPARg SRC1 recr: PPARgamma-driven SRC-1 recruitment agonism; P37231; PPARgamma-SRC-1 coactivator recruitment biochemical assay; activation, % at 8 µM; 200,000 tested, 0.41% active; in the data active means activation above about 19%;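 further: 0% = DMSO and 100% = reference agonist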
# STAT1 inh: reduces IFN-gamma driven STAT1 reporter signal. inhibition, % at 5.5 µM. 200,000 tested, 0.35% active. NIH 3T3 STAT1-luciferase reporter, luminescence;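 active means inhibition above a set limit, the mean inhibition across all tested compounds plus 3 SD, cut at about 34% in these data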;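 further: 0% = IFN-gamma with DMSO and 100% = IFN-gamma with 300 µM nifuroxazide; values of inactives mirror those of a sister screen read the other way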
# STAT3 activator: activators of IL-6 induced STAT3 signaling | activation (% of control), % at 5.6 µM | U3A cells, IL-6 STAT3-luciferase reporter, luminescence; 100% = signal with IL-6 EC80 alone | 190,000 tested, 0.91% active | AID 871;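 active means activation above the screen-wide mean of compound activation plus 3 SD, cut at about 130% in these data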;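 further: 0% = background luminescence of wells with medium and substrate only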
#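 Test system: STAT3-luciferase reporter U3A cells; Detection: reporter luminescence signal; Times: 1 h compound pre-exposure, 6 h IL-6 stimulation, 37 °C; Benchmarks: IL-6-only high control; Also added: IL-6 stimulus at 33 ng/mL final.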
# S1P3 antagonist: S1P3 (human) receptor antagonism; Q99500; CHO S1P3 NFAT-BLA reporter, FRET fluorescence, antagonist mode; inhibition, % at 4.98 µM; 170,000 tested, 0.27% active;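 active means inhibition above the plate cutoff, the mean inhibition of test wells on that plate plus 3 SD, cut at about 28% in these data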;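 further: cells challenged with S1P at its EC80 of 0.8 µM; blue over green emission ratio from cleaved BLA substrate after 4 h stimulation; 0% = S1P-stimulated wells and 100% = unstimulated DMSO-only wells; some compounds past the cut are filed as inactive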
# Target sequence (Q99500 whole entry, looked up): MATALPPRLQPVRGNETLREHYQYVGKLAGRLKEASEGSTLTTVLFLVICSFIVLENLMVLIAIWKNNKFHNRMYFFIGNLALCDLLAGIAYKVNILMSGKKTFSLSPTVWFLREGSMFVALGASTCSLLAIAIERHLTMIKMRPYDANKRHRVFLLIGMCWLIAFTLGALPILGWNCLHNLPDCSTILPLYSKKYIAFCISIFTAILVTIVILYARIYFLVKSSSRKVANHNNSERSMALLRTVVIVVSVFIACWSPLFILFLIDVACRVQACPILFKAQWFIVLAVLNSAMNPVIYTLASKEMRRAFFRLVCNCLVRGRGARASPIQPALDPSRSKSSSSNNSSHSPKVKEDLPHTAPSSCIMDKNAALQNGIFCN
# STAT3 blocker: STAT3 signaling inhibition | U3A cells, IL-6 STAT3-luciferase reporter, luminescence; host cell line lacks STAT1 | inhibition, % at 5.5 µM | 190,000 tested, 0.89% active | AID 862;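 active means inhibition above the mean inhibition across all screened compounds plus 3 SD, cut at about 44% in these data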;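 further: 0% = DMSO only wells and 100% = 100 µM nifuroxazide control wells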
# ROMK primary: modulates human ROMK potassium channel activity. P48048. Tet-inducible ROMK, thallium flux fluorescence; actives lie on both sides. B-score at 10 µM. 130,000 tested, 2% active;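 active means signal ratio slope over the read window, or its plate-corrected B-score, at least 3 SD from the plate mean, either direction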;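 further: B-score of the F/F0 ratio slope over 7 to 12 s after thallium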
# Target sequence (P48048 whole entry, looked up): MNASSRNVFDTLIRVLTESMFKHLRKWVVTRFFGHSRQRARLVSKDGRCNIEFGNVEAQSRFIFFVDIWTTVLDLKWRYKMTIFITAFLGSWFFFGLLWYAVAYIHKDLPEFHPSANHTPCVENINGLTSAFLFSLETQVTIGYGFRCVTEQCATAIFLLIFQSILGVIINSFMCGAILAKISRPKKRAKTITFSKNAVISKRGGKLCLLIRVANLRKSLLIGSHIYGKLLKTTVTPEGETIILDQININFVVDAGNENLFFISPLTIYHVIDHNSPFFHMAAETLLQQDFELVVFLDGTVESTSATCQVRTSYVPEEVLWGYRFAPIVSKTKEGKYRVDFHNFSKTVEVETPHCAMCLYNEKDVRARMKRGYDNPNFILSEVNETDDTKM
# SRC2 TRFRET art: TR-FRET artefact, counter-screen to PPARgamma/SRC-2 agonist assay. stronger effect = higher value. TR-FRET ratio at 8 µM. 200,000 tested, 0.4% active. AID 1049; in the data active means TR-FRET ratio above about 2000; further: inactives centre near 1500
# Numbers without * were called inactive; . = no result given. Rows are unselected. About 5.6% of those tested had a hit in this group.
SMILES,TLR4 MyD88 comp,PPARg SRC-3 ag,PPARg SRC-2 ag,RAM network inh,PPARg SRC1 recr,STAT1 inh,STAT3 activator,S1P3 antagonist,STAT3 blocker,ROMK primary,SRC2 TRFRET art
Cc1ccc(S(=O)(=O)Nc2cnn(-c3ccccc3)c(=O)c2Cl)cc1,17,28*,39*,0.1,34*,18,97,-24,7,.,2289*
COc1cc2cnncc2cc1OC,4,3,-6,-0.1,1,-1,103,.,-1,-0.058,1361
COc1ccc(CCC(=O)Nc2sccc2C#N)cc1,12,4,4,2.0,-1,-30,92,-15,14,0.45,1654
Cc1cccc(NS(=O)(=O)c2ccc(C3CCCCC3)cc2)n1,-2,1,4,2.7,-2,7,89,.,13,-1.6,1476
CN(C)S(=O)(=O)c1cc(NC(=O)CSc2ncc(C(F)(F)F)cc2Cl)ccc1Cl,3,0,0,3.6,1,2,102,-19,-1,-0.57,1424
CC(C)Cn1cc(C(=O)NCCCOC(C)C)c2c3ccccc3n(C)c2c1=O,-2,6,11,6.9,3,-7,110,.,-12,0.5,1559
Cn1c(CSc2ccccc2)c(C#N)c2ccccc21,-2,0,-1,3.6,4,-21,100,0,6,-0.062,1693
Cc1ccc(N=Cc2c(O)n(-c3cc(Cl)ccc3N3CCOCC3)c(=O)c3ccccc23)cc1C,-4,8,11,5.2,1,-6,78,.,30,-0.19,1635
CN1CCN(NC(=O)c2ccc(Br)c(S(=O)(=O)N3CCOCC3)c2)CC1,1,-2,2,2.9,4,10,106,0,2,0.53,1514
Cc1ccc2nc(NC(=O)CN(C)S(=O)(=O)c3cccc4nsnc34)sc2c1,-2,14,6,3.7,-1,-4,90,37,15,.,1683
CCC(=O)c1cc2c(C)cc(=O)oc2c(C)c1O,6,10,-2,2.5,8,-3,95,16,11,.,1674
CSc1nc(O)c(C2OC(=O)c3ccccc32)c(=O)[nH]1 (stereo unspecified),4,-18,-8,0.3,-5,4,96,-26,9,.,1459
CCOC(=O)C1=C(C)N=C2SC(C(=O)OC)=CC(=O)N2C1c1cccc(OC)c1 (stereo unspecified),13,-7,9,5.4,3,-4,102,.,9,.,1521
Cc1cccc(NC(=O)CSc2ccc(C(N)=O)cc2[N+](=O)[O-])c1C,6,6,-3,2.4,-1,-1,100,-12,0,-0.0091,1452
CN(C)S(=O)(=O)N1CCN(C(=O)c2ccccc2)CC1,13,9,-1,-0.1,0,2,104,.,1,0.65,1469
Cc1ccc(NC(=O)Cc2sc(C)nc2-c2ccc(C)cc2)cc1,-15,2,9,2.0,9,5,98,3,1,-0.038,1605
CCN(CC)S(=O)(=O)c1cc(C(=O)Nc2ccc(Cl)cn2)ccc1C,10,-4,0,2.2,2,-37,109,-21,-4,-2.7,1514
COc1ccc(C2N(Cc3ccccc3)CCN2Cc2ccccc2)cc1[N+](=O)[O-],5,2,10,3.6,2,6,102,15,5,0.87,1435
O=C(COC(=O)Cc1cccc(C(F)(F)F)c1)Nc1ccc2c(c1)OCCO2,3,3,-2,2.1,6,-4,99,-1,-2,0.1,1654
COc1ccccc1OCC(=O)NCC1CCCCC1,-3,7,0,1.9,4,-8,110,12,-9,0.4,1446
COc1cc(CN(C(=S)NCC(=O)N2CCCC2)C2CCCC2)cc(OC)c1OC,-9,1,5,1.1,1,9,94,5,15,0.43,1739
COCCCNC(=O)c1ccc2c(=O)n(CC3CCCO3)c(=S)[nH]c2c1 (stereo unspecified),-5,2,9,3.1,-5,-2,96,.,16,.,1686
COc1cc(/C=N/Nc2snc(SC)c2C#N)ccc1O,-8,10,11,4.5,2,10,148*,.,-48,.,1525
CCOC(=O)C1=C(C)N=c2s/c(=C\c3ccc(OC(C)=O)cc3)c(=O)n2C1/C=C/c1ccccc1 (stereo unspecified),8,-3,-2,2.8,-5,0,106,15,-3,0.8,1575
NC(=O)c1ccc(NC(=O)C2CC2)cc1,12,2,4,1.1,-2,-4,99,-1,7,-0.13,1586

# Retrieved by compound from the list above (2):
SMILES,TLR4 MyD88 comp,PPARg SRC-3 ag,PPARg SRC-2 ag,RAM network inh,PPARg SRC1 recr,STAT1 inh,STAT3 activator,S1P3 antagonist,STAT3 blocker,ROMK primary,SRC2 TRFRET art
CN(C)S(=O)(=O)N1CCN(C(=O)c2ccccc2)CC1,13,9,-1,-0.1,0,2,104,.,1,0.65,1469
COCCCNC(=O)c1ccc2c(=O)n(CC3CCCO3)c(=S)[nH]c2c1 (stereo unspecified),-5,2,9,3.1,-5,-2,96,.,16,.,1686

# Next part.
SMILES,TLR4 MyD88 comp,PPARg SRC-3 ag,PPARg SRC-2 ag,RAM network inh,PPARg SRC1 recr,STAT1 inh,STAT3 activator,S1P3 antagonist,STAT3 blocker,ROMK primary,SRC2 TRFRET art
CC(Sc1ccc(Cl)cc1)C(=O)Nc1ccc2c(c1)OCO2 (stereo unspecified),-1,-10,11,-0.4,4,2,93,.,12,-1.6,1525
CC(=O)c1oc2ccccc2c1N,-2,5,8,1.4,0,0,104,-11,-1,.,1795
Cc1ccc(NC(=S)NNC(=O)c2ccc(N3CCOCC3)c([N+](=O)[O-])c2)cc1Cl,0,0,2,4.9,2,9,97,-17,1,1.4,1535
CCOCCCNC(=O)CCC(=O)NNc1nc2ccccc2c2nc(-c3ccccc3)nn12,10,1,-3,2.9,1,2,92,-2,9,.,1687
CCOCCCNC(=O)c1cc2c(-c3ccc(Cl)cc3)nn(C)c2s1,-1,5,-1,9.0*,-1,1,136*,-22,-32,.,1493
O=C(NCc1cccnc1)c1ccc2c(=O)n(CCCN3CCCC3=O)c(=S)[nH]c2c1,-10,1,8,0.0,3,6,111,-5,-12,.,1483
CSc1nc2[nH]c3c(c2c2ncnn12)CCCC3,-2,1,7,-0.5,4,-14,86,.,21,0.036,1453
O=C(Cn1ncn2cccc2c1=O)N1CCCCC1,8,-6,4,1.9,5,1,99,-11,6,1.4,1691
FC(F)(F)c1cc(Oc2ccccc2)nc(-c2ccccn2)n1,-4,-7,-7,0.0,6,8,109,.,0,.,1361
CCOC(=O)c1c(NC(=O)CSc2nnc(C)s2)sc2c1CCC(C)C2 (stereo unspecified),-10,-14,0,8.9*,-2,7,101,.,1,-0.45,1383
COc1nc2ccc(C)cc2cc1-c1noc(-c2ccccc2)n1,-3,-5,-1,12*,-1,-5,101,.,-1,.,1509
CCCC(C)NC(=O)c1ccc(OCc2ccc(Cl)cc2)c(OC)c1 (stereo unspecified),-7,57*,23*,4.0,62*,-8,96,-15,6,.,1657
CN1CCC(NC(=S)NC2CC2)CC1,-19,4,-3,1.1,-2,0,81,1,30,0.74,1468
O=C(CCc1c[nH]c2ccccc12)N/N=C/c1ccc2c(c1)OCO2,-8,6,-4,1.5,0,-21,97,-9,14,-0.74,1264
O=[N+]([O-])c1ccccc1NC(=S)N/N=C/c1ccc(O)c(O)c1,-2,1,15,2.5,7,-56,44,0,68*,1.9,1502
Cc1cc(C)c(-c2c(O)c3cccc4c3n(c2=O)CCC4)c(C)c1,-9,0,11,2.1,-1,3,96,.,8,.,1544
O=C1C2C3C=CC(C3)C2C(=O)N1c1ccccc1 (stereo unspecified),-4,-8,-2,2.0,-8,-4,103,-40,2,0.26,1408
Cc1cc(=O)n2nc(-c3ccc(C(F)(F)F)cc3)sc2n1,6,-3,13,1.4,2,-32,94,.,12,0.91,1539
O=C(Cn1nnc(-c2ccc(F)cc2)n1)Nc1ccc2c(c1)OCCO2,17,-2,-2,1.2,-4,0,105,-10,-3,-0.17,1605
Cc1ccc(C(C(=O)NCC2CCCO2)N(Cc2ccccc2F)C(=O)Cn2nnc(-c3cccs3)n2)cc1 (stereo unspecified),-4,6,8,3.2,3,6,96,.,2,0.35,1623
Cc1ccccc1-c1nc(Cc2ccccc2)no1,13,-5,2,-0.1,0,-43,95,7,10,.,1458
COc1ccc(OCC(=O)Nc2nccs2)cc1,2,2,2,-0.1,-5,31,43,1,69*,.,1519
COc1cc(/C=N/N(C)C)ccc1OC(=O)c1ccco1,14,10,9,2.5,7,-4,102,-16,2,-0.11,1702
NS(=O)(=O)c1ccc(Nc2ncccc2[N+](=O)[O-])cc1,-15,10,9,1.6,8,5,88,.,13,0.24,1625
O=C(NN=c1c(=O)c2ccccc2c1=O)c1ccccc1,1,7,9,0.0,6,7,94,.,15,0.2,1488
CCNC(=S)N(Cc1cc2cc(C)c(C)cc2[nH]c1=O)C1CCCC1,-6,-7,-1,0.9,-3,-1,111,-6,-7,-1.3,1503
CCC(=O)Nc1cccc(NC(=O)c2ccc(C)c([N+](=O)[O-])c2)c1,3,8,2,1.6,-2,-8,89,.,14,.,1591
CN(C)S(=O)(=O)c1ccc(Cl)c(NC(=O)CN2CCC(Cc3ccccc3)CC2)c1,1,-1,6,3.0,3,6,100,-7,6,-0.92,1628

# Gathered by group: those above containing an aryl thioether with sulfur outside any ring
SMILES,TLR4 MyD88 comp,PPARg SRC-3 ag,PPARg SRC-2 ag,RAM network inh,PPARg SRC1 recr,STAT1 inh,STAT3 activator,S1P3 antagonist,STAT3 blocker,ROMK primary,SRC2 TRFRET art
CN(C)S(=O)(=O)c1cc(NC(=O)CSc2ncc(C(F)(F)F)cc2Cl)ccc1Cl,3,0,0,3.6,1,2,102,-19,-1,-0.57,1424
Cn1c(CSc2ccccc2)c(C#N)c2ccccc21,-2,0,-1,3.6,4,-21,100,0,6,-0.062,1693
CSc1nc(O)c(C2OC(=O)c3ccccc32)c(=O)[nH]1 (stereo unspecified),4,-18,-8,0.3,-5,4,96,-26,9,.,1459
Cc1cccc(NC(=O)CSc2ccc(C(N)=O)cc2[N+](=O)[O-])c1C,6,6,-3,2.4,-1,-1,100,-12,0,-0.0091,1452
COc1cc(/C=N/Nc2snc(SC)c2C#N)ccc1O,-8,10,11,4.5,2,10,148*,.,-48,.,1525
CC(Sc1ccc(Cl)cc1)C(=O)Nc1ccc2c(c1)OCO2 (stereo unspecified),-1,-10,11,-0.4,4,2,93,.,12,-1.6,1525
CSc1nc2[nH]c3c(c2c2ncnn12)CCCC3,-2,1,7,-0.5,4,-14,86,.,21,0.036,1453
CCOC(=O)c1c(NC(=O)CSc2nnc(C)s2)sc2c1CCC(C)C2 (stereo unspecified),-10,-14,0,8.9*,-2,7,101,.,1,-0.45,1383
